Screening results from PubChem.
Glyco luc inh = increase of ERlucT glycosylation luciferase signal, primary screen, N-linked glycosylation inhibitor project, D54 ERlucT cells, luminescence, set 2; D54 ERlucT glycosylation luciferase reporter, 24 h; percent of 100 nM tunicamycin response; reporter increase, % at 12.5 µM; 360,000 tested, 0.23% active; AID 588692, 2011;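 active = mean luciferase reporter signal, scaled so untreated is 0 and the glycosylation-blocking control 100, at or above a set limit in every replicate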;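 also: luciferase carries N-glycosylation sites so blocking glycosylation raises the light; 0% = median of neutral control wells and 100% = median of 100 nM tunicamycin wells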
CaV13 ICDI inh = Primary screen for inhibitors of IQ motif and Ca2+-dependent inactivation inhibitor domain binding in CACNA1D, Förster resonance energy transfer in living cells, …; AID 743397; 340,000 tested, 0.098% active; HEK cells, CFP/YFP FRET ICDI-IQ, plate reader, 10 min; percent FRET-ratio fall versus neutral wells; inhibition, % at 12.3 µM;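 active = mean replicate inhibition of at least 30% and at least 1% of replicates passing that level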;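 also: 0% = median of the neutral control wells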
Cardio protect = cardioprotection against H2O2-induced cell death, primary screen, uHTS, H9c2 cells, ATPLite luminescence. H9c2 cardiomyocytes, H2O2 injury protection, 2 h. protection from H2O2 cell death, % at 20 µM. 360,000 tested, 0.63% active;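 active = compounds giving at least 50% protection of heart cells from peroxide-induced death in the single-dose screen, raw or plate-pattern-corrected value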;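 also: 0% = DMSO wells with peroxide and 100% = DMSO wells without peroxide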
Granule exo inh = LAMP-1 surface exposure blockers, TALL-104 cells – cell-based, flow cytometry, MLPCN library, primary screen. TALL-104 LAMP-1 surface exposure; cells stimulated with thapsigargin and PMA. inhibition, % at 10 µM. 360,000 tested, 0.66% active;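 active = inhibition above about 55%, limit read from the data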
hiPSC survival = enhancers of single-cell hiPSC survival, primary screen, ATPlite luminescence. 360,000 tested, 0.044% active. survival enhancement, % at 20 µM. 100% = ROCK inhibitor wells, 0% = DMSO; in the data active = survival enhancement above about 18%;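 also: cells exposed to compounds for 16 hours before the ATP read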
PDI inh = inhibitors of human PDI, primary screen, biochemical, turbidity, single point, plate reader; Protein disulfide-isomerase (Homo sapiens), P07237; AID 588391, 2011; PDI insulin aggregation turbidity, A650, 90 min; 350,000 tested, 0.052% active; inhibition, % at 10 µM;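 active = mean inhibition across replicates of 30% or more, whatever share of single replicates reach that level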;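 also: absorbance from insulin aggregation driven by PDI reduction with DTT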
Target sequence (P07237 whole entry, looked up): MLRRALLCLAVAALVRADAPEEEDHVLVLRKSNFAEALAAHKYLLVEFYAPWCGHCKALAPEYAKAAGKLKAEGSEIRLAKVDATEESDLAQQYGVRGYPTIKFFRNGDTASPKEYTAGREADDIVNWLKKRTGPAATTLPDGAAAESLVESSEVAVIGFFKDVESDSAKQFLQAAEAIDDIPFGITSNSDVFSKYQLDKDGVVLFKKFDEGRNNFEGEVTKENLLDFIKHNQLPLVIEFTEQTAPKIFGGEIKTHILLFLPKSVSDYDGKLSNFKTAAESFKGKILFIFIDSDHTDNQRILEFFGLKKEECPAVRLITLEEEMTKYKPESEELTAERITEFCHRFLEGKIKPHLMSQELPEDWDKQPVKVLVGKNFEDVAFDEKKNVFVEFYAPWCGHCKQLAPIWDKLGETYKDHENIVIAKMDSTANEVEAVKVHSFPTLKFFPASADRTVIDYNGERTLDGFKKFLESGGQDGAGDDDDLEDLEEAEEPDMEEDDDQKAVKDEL
ABCB6 inh MLPCN = ABCB6 transporter inhibitors, primary screen, K562-ABCB6 cells, flow cytometry, MLPCN library | ATP-binding cassette sub-family B member 6 (Homo sapiens), Q9NP58 | K562-ABCB6 porphyrin accumulation, 1 h; stronger effect = lower value | fluorescence ratio to DMSO, % at 10 µM | 360,000 tested, 0.19% active;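 active = fluorescence ratio to DMSO below 75%, the collection mean minus 3 SD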;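 also: signal is porphyrin accumulated inside mitochondria; 100% equals median channel fluorescence of DMSO control wells; lower ratio means ABCB6 inhibition with less porphyrin fluorescence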
m5-HT2A agonist = mouse Htr2a agonists via beta-arrestin recruitment, primary screen, cell-based, luminescence; 360,000 tested, 0.66% active; 5-hydroxytryptamine receptor 2A (Mus musculus), P35363; activation, % at 7.6 µM; CHO-K1 mHTR2A beta-arrestin complementation; percent of 30 µM serotonin response;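 active = activation above a run cutoff, the mean activation of all tested compounds plus 3 SD, cut at about 14% in these data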;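 also: 0% = plate median of compound wells and 100% = 30 µM serotonin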
Target sequence (P35363 whole entry, looked up): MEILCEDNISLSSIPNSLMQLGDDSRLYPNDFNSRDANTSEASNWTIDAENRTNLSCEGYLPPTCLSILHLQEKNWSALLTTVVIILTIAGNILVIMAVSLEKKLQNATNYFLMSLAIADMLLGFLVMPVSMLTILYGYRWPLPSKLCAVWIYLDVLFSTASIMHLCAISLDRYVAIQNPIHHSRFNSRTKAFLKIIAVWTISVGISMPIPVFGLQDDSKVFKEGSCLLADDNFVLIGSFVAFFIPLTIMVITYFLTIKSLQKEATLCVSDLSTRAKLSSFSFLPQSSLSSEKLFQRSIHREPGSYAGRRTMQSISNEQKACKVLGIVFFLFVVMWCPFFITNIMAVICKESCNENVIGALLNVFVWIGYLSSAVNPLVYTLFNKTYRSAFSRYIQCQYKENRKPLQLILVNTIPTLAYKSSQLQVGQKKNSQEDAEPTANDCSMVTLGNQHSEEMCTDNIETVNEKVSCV
aDG glyco act = activators of alpha-DG glycosylation, primary screen, uHTS, Pro5-aDG cells, AlphaScreen; alpha-DG glycosylation AlphaScreen (IIH6); 0% Pro5, 100% B10-LARGE cell signal; activation, % at 10 µM; 360,000 tested, 0.22% active; AID 624168, 2012;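 active = activation of at least 8% versus controls, or a plate z-score of at least 8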;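 also: Pro5 are CHO cells carrying HIG-tagged alpha-DG that lacks glycosylation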
Vif imaging = HIV Vif self-association inhibitors, primary screen, imaging, HEK293T, single point; HEK293T cells, Vif self-association by quenched fluorescence, 24 h; inhibition, % at 7.49 µM; 340,000 tested, 0.35% active; AID 602346, 2012; in the data active = inhibition above about 50%, passing the limit was not always enough; also: some results filed as inactive read as strong as hits
Active calls of the source: *; · = no result given.

cpd | structure | Glyco luc inh | CaV13 ICDI inh | Cardio protect | Granule exo inh | hiPSC survival | PDI inh | ABCB6 inh MLPCN | m5-HT2A agonist | aDG glyco act | Vif imaging
1 | CCCCOc1c(Br)cc(CNCCCN2CCOCC2)cc1OC | 1 | -21 | 1 | 54 | -0.6 | 7 | 94 | -6 | 1.1 | 4
2 | Cc1noc(C)c1COc1cccc(C(=O)N2CCN(C/C=C/c3ccccc3)CC2)c1 | 4 | -5 | -3 | -1 | -1.7 | -7 | 91 | 0 | 0.9 | -6
3 | C#CCOCCOCCOCCNc1nc(N2CCN(C(=O)[C@H](C)n3cc(CCCN=C(N)N)nn3)CC2)nc(N2CCN(C(=O)[C@H](C)n3cc(CCCN=C(N)N)nn3)CC2)n1 | 2 | -11 | 2 | 14 | -0.4 | -3 | 92 | 3 | 0.2 | -1
4 | COc1ccc(S(=O)(=O)Nc2ccc3ccccc3c2)cc1C | -3 | -5 | -22 | 18 | -1.0 | 7 | 88 | 3 | 0.6 | 0
5 | O=C(CNC(=O)N1CC(=O)Nc2ccccc21)Nc1ccc(Cl)cc1 | 5 | -2 | -2 | 0 | -0.4 | 5 | 104 | 6 | -0.3 | 7
6 | CCNc1nc2[nH]c(=O)c3c(c2s1)OC(N)=C(C#N)C3c1ccc(C)cc1 (centres undefined) | 1 | · | 22 | 2 | -0.7 | 22 | 96 | 3 | -0.1 | 16
7 | Cc1ccc(NC(=O)CCN2C(=O)NC3(CCCC3)C2=O)cc1S(=O)(=O)N1CCOCC1 | 0 | -3 | -6 | -3 | -0.5 | 7 | 108 | 3 | -0.1 | 3
8 | CC(=O)Nc1ccc(S(=O)(=O)NCC(=O)OCC(=O)NNC(=O)c2ccccc2)cc1 | 0 | -4 | 2 | 15 | -0.4 | 14 | 98 | 6 | -0.1 | -4
9 | CCC1(c2ccc(F)cc2)NC(=O)N(CC(=O)NC2CCCCCC2)C1=O (centres undefined) | 3 | -17 | 7 | -2 | -0.5 | 0 | 93 | 3 | 0.0 | 7
10 | O=c1c2c(nc3nc(SCc4ccccc4)[nH]n13)CCC2 | 0 | -3 | 7 | 0 | -0.2 | 15 | 92 | -2 | -0.1 | -19
11 | Cc1ccc(-n2nnnc2CCl)cc1 | 11 | -4 | 1 | 2 | -1.9 | 1 | 101 | -2 | 0.9 | 3
12 | CCNc1nc(NCC)nc(OCCOC(C)=O)n1 | 0 | · | -5 | 2 | -0.9 | 0 | 106 | 6 | 0.2 | 27
13 | C/C(=N\Nc1nc2ccccc2[nH]1)c1ccc(N2CCOCC2)cc1 | -9 | -7 | -18 | 1 | -0.8 | 2 | 94 | 0 | 0.3 | -3
14 | CC(NS(=O)(=O)c1ccc(OCC(=O)N2CCOCC2)cc1)c1ccccc1 (centres undefined) | 0 | -5 | 4 | -3 | 6.4 | 29 | 99 | 2 | -0.2 | 8
15 | CCN(CC)C(CNC(=O)CSc1nnnn1-c1c(C)cccc1C)c1ccco1 (centres undefined) | -2 | -2 | 0 | -9 | -0.4 | -3 | 98 | 1 | 0.0 | 1
16 | C=CCn1c(C)cc(C2=NNC(=NCc3ccccc3)SC2)c1C | -3 | 1 | -13 | 2 | -0.7 | -4 | 90 | -5 | -0.1 | 2
17 | Cc1nn(-c2nc3ccccc3[nH]2)c(N)c1-c1ccc(Cl)cc1 | 17 | -7 | 15 | -1 | -1.6 | 2 | 101 | 0 | 0.1 | ·
18 | CCC1=C(OC(=O)c2ccccc2)C(C)(C)C(c2ccccc2)OC1=O (centres undefined) | -1 | -4 | -30 | -1 | 2.2 | 0 | 99 | -1 | -0.2 | 4
19 | COc1cccc(C(NC(C)=O)c2nc(-c3cccc(O)c3)cs2)c1 (centres undefined) | 10 | -6 | 0 | -4 | 3.4 | -3 | 104 | 12 | 0.2 | -1
20 | O=C(Nc1ccc(Cl)cn1)Nc1ccc(Cl)cn1 | 2 | -19 | -20 | -1 | 0.4 | -4 | 98 | -3 | -0.1 | 1
21 | CC(C)CC(NC(=O)CCC(=O)OCC(=O)[C@@]1(O)CCC2[C@@H]3CCC4=CC(=O)C=C[C@]4(C)C3[C@@H](O)C[C@@]21C)C(=O)O (some centres undefined) | 3 | -3 | -7 | 9 | 0.2 | 4 | 101 | 9 | -0.2 | 4
22 | Cc1c(NC(=O)NC2CCCCC2)cccc1[N+](=O)[O-] | 1 | -7 | 1 | 3 | -0.1 | 2 | 87 | 3 | -0.3 | 6
23 | COc1ccc(C(=O)N/C(=C\c2ccc(SC)cc2)C(=O)NCCCn2ccnc2)cc1OC | 0 | -10 | 6 | 2 | 0.2 | 9 | 95 | -5 | -0.1 | -5
24 | Cc1ccc(S(=O)(=O)N(CCC#N)C2CCCCC2)c2nsnc12 | -4 | -6 | 6 | -2 | -1.4 | 2 | 98 | -1 | -0.2 | 0
25 | Cc1ccc(Cn2nc(C)c(NC(=O)CCCn3nc(C)c([N+](=O)[O-])c3C)c2C)cc1 | 1 | -2 | 1 | -5 | -0.2 | 6 | 96 | 4 | 0.1 | 1
26 | COc1ccc(OC)c(NC(=O)COC(=O)CN(C)S(=O)(=O)c2ccc(C)cc2)c1 | 1 | -2 | 4 | 4 | 4.1 | -1 | 95 | 0 | -0.3 | -11
27 | CCN(CC)C(=O)C1=C(C)NC(=S)NC1c1cn(-c2ccccc2)nc1-c1ccc(Cl)cc1 (centres undefined) | -4 | · | -7 | -1 | 0.3 | -3 | 105 | 6 | 0.6 | -3
28 | Cc1ccc(NS(=O)(=O)c2cc(-c3n[nH]c(=O)c4ccccc34)ccc2C)cc1 | 15 | -5 | 50* | 17 | -0.4 | 17 | 95 | -3 | 0.3 | 10
29 | c1ccc2c(c1)Cc1cc(CN3CCOCC3)ccc1-2 | -5 | -3 | -8 | -3 | -0.7 | 8 | 95 | -1 | 0.0 | 2
30 | O=C(CSCc1ccc(Cl)cc1)Nc1nccs1 | -1 | -8 | 1 | 2 | -0.7 | 0 | 100 | -1 | -0.1 | -4
31 | CCOC(=O)C(NC(=O)N1CCCCC1)(c1ccccc1)C(F)(F)F (centres undefined) | 0 | -3 | 3 | -2 | -0.9 | -12 | 93 | 1 | 0.0 | -23
32 | Cn1c(=O)[nH]c(=O)c2c1nc(Br)n2CCOc1ccccc1 | 7 | -4 | 19 | -4 | -1.5 | 25 | 90 | -1 | 0.5 | -6
33 | Cc1noc2ncnc(Oc3ccc(F)cc3)c12 | 0 | -7 | -2 | -4 | 2.5 | -10 | 109 | 6 | -0.2 | 3
34 | N#CC(C(=O)OCc1ccccc1)c1nc2ccccc2nc1N1CCOCC1 (centres undefined) | -5 | -7 | 3 | 4 | 0.8 | 6 | 97 | -3 | 0.0 | 1
35 | CCc1nc2ccc(C(=O)NCCC(C)C)cn2c1N(C)Cc1ccc(OC)cc1 | -5 | -9 | 8 | -2 | -1.9 | 3 | 93 | -6 | 0.7 | 2
36 | Cc1nc(C(C)NC(=O)c2cc(COc3ccc(C)c(C)c3)on2)c(C)s1 (centres undefined) | -3 | -3 | -6 | -2 | -0.4 | -2 | 96 | 1 | 0.0 | 3
37 | CNC(=O)c1ccsc1NC(=O)c1ccc(S(=O)(=O)N2CCc3ccccc32)cc1 | -1 | -5 | -5 | -2 | 0.9 | · | 96 | 2 | -0.3 | 7
38 | CCn1nnnc1-c1ccc(OC)c(S(=O)(=O)N2CCCCC2)c1 | 2 | -5 | 1 | -2 | -1.6 | 1 | 88 | -2 | -0.2 | 4
39 | Cc1ccc(C)c(NC(=O)COC(=O)c2nn(C)c(=O)c3ccccc23)c1 | -1 | -12 | 7 | 10 | -1.4 | -6 | 98 | 3 | -0.2 | 14
40 | CCOc1ccc(NC(=O)C2C3CCC4C(CCC32)C4(Cl)Cl)cc1 (centres undefined) | -3 | -19 | -3 | 0 | -1.4 | 0 | 101 | 2 | 0.2 | -2
41 | COc1ccc(/C=C(/C#N)C(=O)Nc2cccc(C)c2C)cc1C(=O)O | 0 | -7 | 8 | -4 | 0.7 | -2 | 94 | 4 | -0.1 | -5
42 | Cc1cccc(N2CCN(C(=O)CCCSc3nc4ccccc4[nH]3)CC2)c1C | -5 | -7 | -16 | 3 | -0.1 | 2 | 102 | -4 | 0.8 | -14
43 | Cc1ccc(-n2nnnc2SCc2nnc(-c3ccccc3Br)o2)c(C)c1 | -4 | -8 | -16 | 4 | -0.8 | 11 | 96 | -6 | 0.7 | -5
44 | CCOc1c(O)ccc(C2NC(=O)N(C)C(C)=C2C(=O)OC)c1[N+](=O)[O-] (centres undefined) | 1 | -6 | -7 | -3 | 0.5 | 8 | 97 | 3 | -0.1 | 13
45 | CCc1cc2c(=O)c(-c3cnn(-c4ccccc4)c3)c(C(F)(F)F)oc2c(CN(C)C)c1O | 1 | -2 | 1 | 0 | 0.6 | 2 | 94 | 0 | 0.4 | 1
46 | C=C(C)C1CC=C(C)/C(=N/NC(=O)c2ccc(NC(=O)c3cccc(C)c3)cc2)C1 (centres undefined) | -2 | -8 | -3 | -4 | -1.3 | 0 | 97 | -3 | 0.0 | 2
47 | CC1CN(S(=O)(=O)c2cccc(C(=O)N(C)C3CCCCC3)c2)CC(C)O1 (centres undefined) | -1 | -13 | 4 | -2 | 0.5 | 11 | 93 | 11 | 0.2 | -4
48 | Cc1nc2c3cc(F)ccc3n(Cc3ccccc3)c2s1 | 12 | -6 | -6 | 4 | -2.7 | 2 | 94 | -7 | 0.2 | 5
49 | c1cncc(-c2nc(NCC3COc4ccccc4O3)c3ccccc3n2)c1 (centres undefined) | -8 | -4 | 52* | 23 | -0.1 | -9 | 89 | 4 | -0.1 | -13
50 | CC(=O)N1CCN=C1SCc1ccccc1 | 3 | -2 | 4 | -3 | 4.5 | · | 98 | 2 | 0.1 | -4
51 | COc1ccc(C2CC(c3ccc(Cl)cc3)=NN2c2ccc(S(N)(=O)=O)cc2)cc1 (centres undefined) | -4 | -4 | 0 | 8 | 0.5 | 4 | 99 | -4 | 2.1 | 24
